# LEDGF integ inh – blocks HIV-1 LEDGF/p75-dependent DNA integration. TR-FRET IN-LEDGF/p75 DNA integration, Eu/Cy5. inhibition, % at 3.7 µM. hit rate 0.64% among 370,000. AID 743269;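 active = inhibition above the screen-wide mean plus 3 SD, cut at about 13% in these data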;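 note: signal is the Cy5 over europium emission ratio at 671 and 618 nm; 0% = plate median of compound wells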
# PG9 Ab binder – small molecules binding HIV-1 gp120 antibody PG9 | hit rate 0.43% among 360,000 | inhibition, % at 6.7 µM | TR-FRET gp120-PG9 antibody binding; in the data active = inhibition above about 8.5%
# MBD2 DNA inh – inhibitors of human MBD2 binding to methylated oligonucleotide; Q9UBB5; TR-FRET; inhibition, % at 4.4 µM; hit rate 0.31% among 370,000; AID 686964; in the data active = inhibition above about 13%
# Target sequence (Q9UBB5 whole entry, looked up): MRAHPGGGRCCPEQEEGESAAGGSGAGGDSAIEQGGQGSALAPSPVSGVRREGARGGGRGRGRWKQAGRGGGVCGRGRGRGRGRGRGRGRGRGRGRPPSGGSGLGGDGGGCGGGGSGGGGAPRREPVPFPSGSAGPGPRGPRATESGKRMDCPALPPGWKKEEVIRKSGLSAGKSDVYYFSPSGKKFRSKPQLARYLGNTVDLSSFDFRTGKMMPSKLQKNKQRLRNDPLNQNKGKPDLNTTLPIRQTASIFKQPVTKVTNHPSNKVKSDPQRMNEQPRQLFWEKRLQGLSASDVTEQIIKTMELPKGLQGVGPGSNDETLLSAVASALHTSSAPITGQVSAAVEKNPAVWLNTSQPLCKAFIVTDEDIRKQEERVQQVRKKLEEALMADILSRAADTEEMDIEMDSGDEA
# ABHD4 inh – inhibits mouse alpha/beta hydrolase domain 4 | purified mABHD4, FP-Rh probe fluorescence polarization | inhibition, % at 8.92 µM | hit rate 0.54% among 370,000 | AID 720543;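 active = inhibition exceeding the mean over every tested compound plus 3 SD, cut at about 30% in these data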;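 note: 0% = plate median of compound wells and 100% = S159A mutant with DMSO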
#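 System: mouse ABHD4 enzyme, wild type / Medium: HEPES pH 7.0, NaCl, Pluronic buffer / Reagent: FP-Rh activity-based fluorescent probe / Control set: S159A mutant high control, sample median low control / Detection: fluorescence polarization with parallel and perpendicular emission, 525/598 nm / Schedule: 45 min + 60 min at 25 °C / Compound dosing: 8.92 µM, single dose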
# rCAG RNA binder – r(CAG) repeat RNA binding; hit rate 1.3% among 370,000; AID 651821; inhibition, % at 3 µM; TO-PRO-1 dye displacement fluorescence;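 active = inhibition above the plate cutoff, the mean of all test compounds on that plate plus 3 SD, cut at about 35% in these data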;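 note: 0% = DMSO alone and 100% = 100 µM mitoxantrone as full dye displacement; higher means more dye released from RNA so lower well fluorescence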
# TCR-CD3 inh – inhibitors of human TCR-CD3 interaction | TAMRA-labeled TCR probe fluorescence, biochemical | hit rate 0.37% among 360,000 | AID 651800 | inhibition, % at 9.4 µM; in the data active = inhibition above about 19%;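 note: recombinant mutant TCR 2C K166C tagged with TAMRA read by polarization; 0% = receptor in buffer alone and 100% = receptor with positive control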
# NR1D1 modulator – modulates human Rev-erb alpha binding to DNA; P20393; Rev-erbα–FITC-DNA binding, fluorescence polarization, 90 min; activity, % at 10 µM; hit rate 0.79% among 370,000;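 active = activity above about 14%, limit read from the data; passing the limit was not always enough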;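 note: 0% = DMSO wells with 35 nM protein and 100% = DMSO wells with 750 nM protein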
# HTRA1 inh – HTRA1 (human) protease inhibition; Q92743; recombinant HTRA1, FP-rhodamine activity-based probe, fluorescence polarization; inhibition, % at 5.96 µM; hit rate 0.5% among 340,000; in the data active = inhibition above about 36%;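 note: 0% = enzyme with DMSO and 100% = wells lacking enzyme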
# PRMT1 inh – inhibitors of human PRMT1; Q99873; recombinant PRMT1, activity-based probe fluorescence polarization; inhibition, % at 2.79 µM; hit rate 1.3% among 370,000;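 active = inhibition above about 21% made by adding two undisclosed values, limit read from the data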
# Target sequence (Q99873 whole entry, looked up): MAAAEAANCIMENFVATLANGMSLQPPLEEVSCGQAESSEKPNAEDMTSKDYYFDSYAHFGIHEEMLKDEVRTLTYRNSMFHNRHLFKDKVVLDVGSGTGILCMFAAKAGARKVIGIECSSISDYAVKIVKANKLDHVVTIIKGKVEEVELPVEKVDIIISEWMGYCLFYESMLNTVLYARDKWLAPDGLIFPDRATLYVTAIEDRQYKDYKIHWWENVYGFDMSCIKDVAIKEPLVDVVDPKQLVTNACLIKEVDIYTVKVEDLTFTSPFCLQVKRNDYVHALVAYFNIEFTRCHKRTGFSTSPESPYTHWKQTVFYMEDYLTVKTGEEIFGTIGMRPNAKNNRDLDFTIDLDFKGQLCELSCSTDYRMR
# UHRF1 binding – human UHRF1 methylated DNA binding inhibitors. hit rate 0.75% among 370,000. UHRF1 binding to methylated oligo, TR-FRET. AID 687016. inhibition, % at 4.4 µM; in the data active = inhibition above about 21%;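 note: UHRF1 SRA domain binding a hemimethylated CpG hairpin DNA probe; 0% = median of test compound wells and 100% = reference inhibitor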
# Active calls of the source: *; nt = not tested or not shown.
compound	LEDGF integ inh	PG9 Ab binder	MBD2 DNA inh	ABHD4 inh	rCAG RNA binder	TCR-CD3 inh	NR1D1 modulator	HTRA1 inh	PRMT1 inh	UHRF1 binding
COc1ccc(NC(=O)NNC(=O)c2ccc3ccccc3c2)cc1OC	0	-0.3	1	1	-1	-4	2	-3	0	-1
COc1ccc2nc(NC(=O)CN(C)S(=O)(=O)c3cccs3)sc2c1	2	-1.3	1	-2	7	1	2	-19	2	-3
CN(C)S(=O)(=O)c1cccc(-c2nnc3n2CCCCC3)c1	5	-1.7	-4	-8	-1	0	2	0	-4	2
CCC(CO)Oc1cc(NCc2ccc(Cl)cc2Cl)c2ncn(C(C)C)c2c1 (configuration not stated)	-2	-0.7	2	28	-4	-1	-2	9	-2	-2
COC(=O)c1ccccc1NC(=O)c1nc2nc(C)cc(C(F)F)n2n1	2	0.1	4	6	1	-1	5	-6	-1	-1
Cc1ncsc1CCOC(=O)C12CC3CC(CC(C3)C1)C2	0	0.5	4	0	-5	3	-4	-2	1	4
COc1ccc(/C(O)=C2/C(=O)C(=O)N(CCCN3CCOCC3)C2c2ccc(N(C)C)cc2)cc1 (configuration not stated)	0	-1.4	-4	8	7	3	-1	0	4	0
O=C(NNS(=O)(=O)c1ccccc1C(F)(F)F)c1cc2ncc(C(F)(F)F)cc2s1	-6	-1.1	-4	4	17	1	-4	nt	2	1
CC(=O)NC(C)C12CC3CC(CC(CC(=O)O)(C3)C1)C2 (configuration not stated)	1	-1.7	-1	-4	2	1	1	2	1	2
O=c1oc(-c2cccs2)nc2ccc(Cl)cc12	1	-2.8	-1	-2	5	0	1	-11	0	1
CCN1CCN(c2ccc(S(=O)(=O)N3CCOCC3)cc2NC(=O)c2cc(F)c(F)c(F)c2F)CC1	6	0.2	4	7	3	-5	-1	-4	1	2
NC(=O)Cn1c(=O)n(CCc2ccccc2)c(=O)c2c3c(sc21)CCCC3	-4	0.6	-2	0	-1	7	10	0	1	0
O=S(=O)(NCc1nnc2ccccn12)c1ccc(Cl)cc1	-1	-1.8	2	-6	1	3	-3	7	-4	1
Cc1ccc(S(=O)(=O)N(C)CCCC(=O)Nc2ccc(F)cc2)cc1	-3	0.1	0	0	0	8	1	-2	2	0
Fc1ccc(F)c(NC(=S)NCCc2ccccc2)c1	1	-0.8	-3	-1	-2	-2	3	-9	3	0
CCCCCCCCN1C(=O)[C@@H](CC(=O)NCCCCc2ccccc2)C[C@@]2(C(=O)OC)C1=C[C@H](C(C)(C)C)O[C@@H]2C	-4	0.1	-1	3	1	-5	0	nt	1	-1
O=C1c2oc3ccccc3c(=O)c2C(c2cccc(Br)c2)N1Cc1ccco1 (configuration not stated)	4	4.4	-4	4	-2	-1	8	-1	-2	2
O=C(NCCCc1ccccc1)[C@H](Cc1c[nH]c2ccccc12)NC1(C(=O)NCCc2c[nH]c3ccccc23)CCC1	6	nt	-2	-13	nt	nt	-5	nt	-2	1
COc1ccc(Cl)cc1N(CC(=O)Nc1ccc2c(c1)OCO2)S(C)(=O)=O	0	-1.1	1	1	-3	5	-6	1	0	-1
Cc1cc(C(=O)CCl)c(C)n1-c1cccc([N+](=O)[O-])c1	-6	-1.1	-4	0	0	2	-3	-2	3	-1
COC(=O)CC(NC(=O)c1ccco1)c1cccc2ccccc12 (configuration not stated)	-3	-1.5	2	-3	-1	0	1	2	-1	0
CC(=O)Nc1ccc(C(=O)OCc2ccc(Cl)cc2)cc1	1	0.8	-3	-16	-1	2	-1	-17	1	3
Cc1cc(NC(=O)COC(=O)COc2ccc3c(c2)CCC3)no1	-2	-0.9	1	-10	-2	5	-5	2	-1	1
Oc1ccc(-c2nc3cnccn3c2Nc2ccc3c(c2)OCCO3)cc1	1	-0.7	-4	-1	5	-2	1	3	2	-4
S=C(NCCN1CCOCC1)Nc1cccc2ccccc12	-2	-2.0	-5	-3	0	3	-3	1	-2	3
Cc1ccccc1CNC(=O)c1ccccc1N(C)S(=O)(=O)c1ccccc1	5	-0.4	-3	-1	-7	4	2	-5	-6	-1
COc1ccc(C(OC(=O)c2ccco2)C(=O)NCc2ccco2)cc1 (configuration not stated)	2	-0.4	2	5	5	-3	-4	7	0	3
CCOc1cc(C(=O)N(CC)CC(=O)Nc2c(F)cccc2F)ccc1OCC(=O)N1CCCCC1	-2	-0.8	3	10	-10	-6	6	4	3	0
CCOC(=O)c1oc2ccccc2c1NC(=O)CN1CCN(C)CC1	-3	-1.9	0	-3	2	2	-4	-6	-1	-2
CC(C)(C)c1ccc(NC(=O)COC(=O)C2CCCC2)cc1	4	1.5	6	-8	0	-11	2	-2	3	1
O=C(NCc1ccc(C(F)(F)F)cc1)c1cccc2c(-c3cccnc3)coc12	0	-1.1	-7	-28	-2	-4	-6	nt	0	0
COc1cc(C2C(C#N)=C(C)NC3=C2C(=O)c2ccccc23)cc(OC)c1OC (configuration not stated)	-2	-3.3	-2	-3	3	7	1	2	-3	-3
Cc1noc(C)c1COc1ccc(C(=O)Nc2nnc(CC(C)C)s2)cc1	-1	-1.3	-3	0	-4	-4	-5	-2	0	1
COc1cc(OC)c2c(c1)S(=O)(=O)C(c1ccccc1)=C2N	-2	-2.3	-7	5	-5	5	-3	-7	1	1
CCOc1cc(/C=C(\C#N)C(=O)Nc2ccc(S(N)(=O)=O)cc2)ccc1OCCN1CCOCC1	-3	-1.4	-1	1	3	0	8	2	0	2
O=C(O)c1ccc(COc2cccc(CO)c2)cc1	-3	0.1	1	-4	1	-3	0	-1	-1	2
Cc1ccc(CN2C(=O)c3ccccc3C2c2nnnn2-c2ccc3c(c2)OCCO3)cc1 (configuration not stated)	1	2.0	2	3	3	5	9	nt	2	-3
COC(=O)[C@]12C[C@H](CC(=O)NCc3cccs3)C(=O)N(Cc3ccc(Cl)cc3Cl)C1=C[C@H](C1CCCC1)O[C@@H]2C	-1	nt	1	-8	8	nt	13	nt	-1	-1
Cn1c(=O)c2c(n(C)c1=O)=NC1(CCCCC1)N=2	3	1.3	-1	4	-1	-2	7	0	0	-5
O=[N+]([O-])c1cccc(-c2c(-c3ccccc3)ncc3cc(F)ccc23)c1	-3	-0.2	1	-7	6	-3	-6	-22	2	-1
Cc1ccc(OCC(=O)NCc2ccccc2)c([N+](=O)[O-])n1	-1	-1.6	1	-1	0	-1	2	11	2	-2
COc1cc(/C=C2\SC(c3ccccc3)=NC2=O)cc(Cl)c1O	-5	-5.2	-2	5	32	-7	-8	23	21	-10
CCc1ccccc1NC(=S)N(CCCN1CCN(C)CC1)Cc1cccs1	-4	0.7	0	4	-5	-2	-4	0	3	1
CC(C)Cc1nc(N2CCCCC2)c(C#N)c2c1CCC2	-4	1.3	3	0	-1	4	6	-7	0	-3
CCOC(=O)C1=C(N)OC2=C(C(=O)CCC2)C1c1ccc2c(c1)OCO2 (configuration not stated)	-2	1.1	2	0	-3	-7	1	10	4	2
Cc1ccc(C(=O)NN2CCOCC2)cc1[N+](=O)[O-]	-5	0.4	1	4	-3	-2	-8	4	2	3
CC(=O)N1[C@@H]2CC3C4CC=C5C[C@@H](O)CC[C@]5(C)C4CC[C@]3(C)[C@@]21C(C)=O (some centres not stated)	1	-0.1	-4	2	-5	11	0	0	-2	-2
CSc1ccc(S(=O)(=O)NCC(=O)OCC(=O)N2CCCCC2C)cc1[N+](=O)[O-] (configuration not stated)	-6	0.8	3	-3	-1	-3	1	0	1	2
CCC(=O)OCCNc1cc(Sc2nc3ccccc3s2)c2nonc2c1[N+](=O)[O-]	2	-1.5	-6	14	11	-5	12	4	68*	-5
O=[n+]1cc(-c2ccc(Cl)cc2)n([O-])c2c1CCC2	-2	-1.8	-6	2	0	2	-2	-1	3	-1

# The closing six entries of the section above come first, to join the parts:
compound	LEDGF integ inh	PG9 Ab binder	MBD2 DNA inh	ABHD4 inh	rCAG RNA binder	TCR-CD3 inh	NR1D1 modulator	HTRA1 inh	PRMT1 inh	UHRF1 binding
CCOC(=O)C1=C(N)OC2=C(C(=O)CCC2)C1c1ccc2c(c1)OCO2 (configuration not stated)	-2	1.1	2	0	-3	-7	1	10	4	2
Cc1ccc(C(=O)NN2CCOCC2)cc1[N+](=O)[O-]	-5	0.4	1	4	-3	-2	-8	4	2	3
CC(=O)N1[C@@H]2CC3C4CC=C5C[C@@H](O)CC[C@]5(C)C4CC[C@]3(C)[C@@]21C(C)=O (some centres not stated)	1	-0.1	-4	2	-5	11	0	0	-2	-2
CSc1ccc(S(=O)(=O)NCC(=O)OCC(=O)N2CCCCC2C)cc1[N+](=O)[O-] (configuration not stated)	-6	0.8	3	-3	-1	-3	1	0	1	2
CCC(=O)OCCNc1cc(Sc2nc3ccccc3s2)c2nonc2c1[N+](=O)[O-]	2	-1.5	-6	14	11	-5	12	4	68*	-5
O=[n+]1cc(-c2ccc(Cl)cc2)n([O-])c2c1CCC2	-2	-1.8	-6	2	0	2	-2	-1	3	-1
O=C1CC(c2ccccc2)n2ncnc2N1 (configuration not stated)	-1	-1.9	5	6	0	5	0	-4	2	1
CC(=O)Nc1cc(-c2ccc(C(=O)N3CCOCC3)cc2)cn2c(-c3ccc(F)c(Cl)c3)cnc12	0	0.4	-6	1	10	-4	9	nt	1	-4
COc1ccc(/C=C(/NC(=O)/C=C/c2ccccc2)C(=O)N2CCOCC2)cc1	3	0.5	7	-9	-6	-9	-3	-7	3	2
Cc1ccc(C)c(NC(=O)C(OC(=O)c2ccc(NC(=O)CC#N)cc2)c2ccccc2)c1 (configuration not stated)	2	-0.8	1	-41	17	14	-2	-73	1	-1
COc1ccc(CNC(=O)CCS(=O)(=O)Cc2cccc(Cl)c2)c(OC)c1	2	-1.0	1	-3	-6	8	-4	-2	-2	1
CC1CCCCN1CC(=O)NCc1ccc2c(c1)OCO2 (configuration not stated)	-1	1.0	-3	-4	1	7	-3	-3	-2	0
O=[N+]([O-])c1ccc2c(c1Nc1ccccc1Cl)=NC1(CCCCC1)N=2	-2	-0.6	-5	2	1	1	9	nt	3	-2

# Screening data as filed in PubChem BioAssay.

# An excerpt; count on the stated rates, not on these rows.
